# PAFAH2 FP inh: PAFAH2 enzyme inhibitors, primary screen, biochemical, fluorescence polarization, human; recombinant PAFAH2, FP-rhodamine activity probe; inhibition, % at 3.39 µM; AID 492956, 2010; actives 0.99% (n = 340,000);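 active = inhibition above the mean over all tested compounds plus 3 SD, cut at about 30% in these data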;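 note: inhibitors block probe labeling of enzyme so polarization drops; 0% = enzyme with DMSO and 100% = wells lacking PAFAH2 protein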
# PP1 counter: PP1-alpha phosphatase inhibitors, primary screen, counter-screen for PP5 inhibitor project, biochemical, fluorescence, OMFP substrate, single point; inhibition, % at 6.7 µM; AID 2235, 2010; purified PP1alpha; Serine/threonine-protein phosphatase PP1-alpha catalytic subunit (Homo sapiens), P62136; actives 0.9% (n = 320,000);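 active = inhibition above the mean inhibition of all tested compounds plus 3 SD, computed separately for each screening campaign, cut at about 15% in these data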
# Target sequence (P62136 whole entry, looked up): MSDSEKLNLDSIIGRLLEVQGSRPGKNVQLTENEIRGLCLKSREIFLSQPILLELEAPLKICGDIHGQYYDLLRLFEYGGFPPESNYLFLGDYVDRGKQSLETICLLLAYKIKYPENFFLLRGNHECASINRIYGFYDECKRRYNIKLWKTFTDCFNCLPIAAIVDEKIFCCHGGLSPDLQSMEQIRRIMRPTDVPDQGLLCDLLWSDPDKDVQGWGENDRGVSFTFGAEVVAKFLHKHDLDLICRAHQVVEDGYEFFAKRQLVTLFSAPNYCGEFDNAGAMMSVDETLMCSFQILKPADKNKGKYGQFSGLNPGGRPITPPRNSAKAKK
# PP5 inh: PP5 phosphatase inhibitors, primary screen, biochemical, fluorescence; Serine/threonine-protein phosphatase 5 (Homo sapiens), P53041; AID 1987, 2009; purified PP5c, OMFP substrate fluorescence; actives 0.18% (n = 320,000); inhibition, % at 6.7 µM;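 active = inhibition above the campaign's mean inhibition across all tested compounds plus 3 SD, cut at about 9.5% in these data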;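 note: 0% = DMSO only and 100% = 100 µM cantharidin control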
# Fh CTSL1 inh: Fasciola hepatica cathepsin L1 inhibitors, primary screen, counter-screen for PFM18AAP inhibitor project, biochemical, QFRET, fluorogenic peptide substrate. AID 1906, 2009. inhibition, % at 5.96 µM. recombinant F. hepatica cathepsin L1, Z-Leu-Arg-MCA fluorescence. actives 0.49% (n = 300,000);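 active = inhibition above the mean of all tested compounds plus 3 SD, set per screening campaign, cut at about 17% in these data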;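 note: 0% = plate median of test compound wells and 100% = 1 µM Z-Phe-Ala-diazomethylketone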
# TPT1 inhibitor: Candida albicans TPT1 enzyme inhibitors, primary screen, biochemical, fluorescence polarization | actives 0.81% (n = 300,000) | recombinant caTPT1, FP RNA substrate dephosphorylation | inhibition, % at 5 µM | tRNA 2'-phosphotransferase TPT1 (Candida albicans SC5314) | AID 1962, 2009;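 active = inhibition above the mean of all tested compounds plus 3 SD, set per screening campaign, cut at about 24% in these data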;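 note: plate controls were DMSO alone for no effect and ferristatin control at 100 nM for full effect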
# AHR activator: AHR activators, primary screen, cell-based, luminescence, luciferase reporter, human; actives 2.5% (n = 320,000); activation, % at 5 µM; Aryl hydrocarbon receptor (Homo sapiens), P35869; AID 2796, 2010; AHR-responsive luciferase reporter cells; in the data active = activation above about 47%;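 note: 0% = vehicle wells and 100% = reference agonist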
# HCV core dimer: inhibitors of HCV core protein dimerization, primary screen, biochemical, TR-FRET, high-throughput; TR-FRET GST/Flag-core106 dimerization, 1536-well; inhibition, % at 5 µM; actives 0.33% (n = 300,000);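 active = inhibition above the mean of all tested compounds plus 3 SD, set per screening campaign, cut at about 45% in these data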
#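 System – GST-tagged and Flag-tagged HCV core protein residues 1-106 · Repeats – one well for each compound · Technique – TR-FRET 671 and 617 nm emission · Doses – one concentration, 5 µM, in 0.5% DMSO · Times – 4 h, 22.5 °C incubation · Also added – Eu donor and XL665 acceptor anti-tag antibodies · Measure – percent inhibition of core106 dimerization signal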
# proCasp3 act: activators of human procaspase-3 D3A mutant, primary screen, biochemical, absorbance, PC-3 D3A mutant, single concentration. actives 0.11% (n = 330,000). recombinant procaspase-3 D3A, Ac-DEVD-pNA absorbance 405 nm. Caspase-3 (Homo sapiens), P42574. activation, % at 8.5 µM;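 active = activation above the mean of all tested compounds plus 3 SD, cut at about 21% in these data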;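 note: 0% = DMSO alone and 100% = DMSO wells spiked with extra 5 µM PC-3 D3A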
# Target sequence (P42574 whole entry D9A/D28A/D175A): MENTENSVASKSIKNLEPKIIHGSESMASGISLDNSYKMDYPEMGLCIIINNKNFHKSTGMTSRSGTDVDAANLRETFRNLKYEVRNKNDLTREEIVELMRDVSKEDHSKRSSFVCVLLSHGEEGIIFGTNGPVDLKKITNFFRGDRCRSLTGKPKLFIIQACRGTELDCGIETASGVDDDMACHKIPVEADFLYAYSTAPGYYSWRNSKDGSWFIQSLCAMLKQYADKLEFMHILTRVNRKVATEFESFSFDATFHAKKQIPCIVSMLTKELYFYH
#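 Test system: Procaspase-3 D3A mutant; medium: Zinc-free HEPES/NaCl buffer with 0.01% Triton X-100 at pH 7.4; reagent: DEVD-pNA substrate; doses: one concentration, 8.5 µM nominal, 0.8% DMSO; times: 1 h preincubation plus 2 h reaction at 25 °C; signal: Epi-absorbance at 405 nm of released p-nitroaniline, 0 and 120 min; replicates: singlicate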
# proCasp7 act: procaspase-7 activators, primary screen, counter-screen for procaspase-3 activator project, biochemical, absorbance, HTS, human; AID 463210, 2010; activation, % at 8.5 µM; recombinant procaspase-7, Ac-DEVD-pNA absorbance 405 nm; D23A/D198A/D206A triple mutant, cannot self-cleave; scale: DMSO 0, 5 µM enzyme 100; actives 0.093% (n = 330,000);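 active = percent activation above the screen-wide mean plus 3 SD, cut at about 25% in these data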
# Target sequence (P55210 whole entry D23A/D198A/D206A): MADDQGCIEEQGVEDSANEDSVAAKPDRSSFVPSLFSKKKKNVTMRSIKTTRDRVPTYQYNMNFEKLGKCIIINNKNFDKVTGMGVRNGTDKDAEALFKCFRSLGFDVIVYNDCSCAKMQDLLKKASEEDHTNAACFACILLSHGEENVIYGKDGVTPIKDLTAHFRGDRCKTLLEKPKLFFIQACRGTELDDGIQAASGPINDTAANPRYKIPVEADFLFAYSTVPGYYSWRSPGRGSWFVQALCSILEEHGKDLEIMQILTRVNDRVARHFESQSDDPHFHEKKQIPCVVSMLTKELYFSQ
#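 Replicates: singlicate. Assay system: Procaspase-7 triple mutant (PC-7 D3A). Signal: 405 nm absorbance of p-nitroaniline. Times: 1 h preincubation, 2 h reaction. Buffer or medium: Zinc-free HEPES pH 7.4 with 300 mM NaCl, 0.01% Triton X-100. Also added: DEVD-pNA substrate. Benchmarks: DMSO wells as 0%, DMSO with 5 µM added PC-7 as 100%.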
# An asterisk follows results filed as active; . = not tested or not shown.
SMILES,PAFAH2 FP inh,PP1 counter,PP5 inh,Fh CTSL1 inh,TPT1 inhibitor,AHR activator,HCV core dimer,proCasp3 act,proCasp7 act
Fc1ccc(CSc2ccc3nnc(-c4ccccn4)n3n2)cc1,-5.9,13.1,-0.9,-0.5,-3.2,3.8,3.5,-0.8,-1.4
Cc1ccc(OCC(=O)N(Cc2ccccc2)c2ccccn2)cc1,7.7,1.1,-2.5,3.1,-0.4,-0.3,3.2,-2.4,5.6
O=C(c1cccc(OC2CCN(Cc3cc(F)cc(F)c3)CC2)c1)N1CCCC1,10.6,4.4,-1.1,2.3,1.2,-0.1,4.0,2.7,5.8
Cc1ccc(C)c(S(=O)(=O)N2CCN(c3nc(-c4cccnc4)nc4ccccc34)CC2)c1,-4.4,18.6*,1.9,.,.,4.9,.,4.5,9.6
OCC[C@@H]1C[C@@H](O)[C@H](O)[C@@]2(Cc3ccccc3CCO2)O1,6.5,-6.1,0.0,0.9,-0.4,0.0,7.9,-2.5,8.3
Cc1ccc(S(=O)(=O)NC(CC(C)C)C(=O)NCCCn2nc(C)cc2C)cc1 (stereo unspecified),-3.1,-1.2,1.9,.,.,1.6,.,6.5,6.9
COC(=O)c1ccc(C(=O)OC)c(NC(=O)CSc2cccc[n+]2[O-])c1,-2.2,-1.7,1.1,-0.3,0.7,-2.2,-2.5,-15.3,-22.6
COCc1cc(C)nc(NCCO)c1C#N,-3.2,-2.4,1.5,-0.1,-1.6,-2.6,-5.9,4.1,2.1
Cc1csc(SC(C)C(=O)NCc2ccc3c(c2)OCO3)n1 (stereo unspecified),-4.6,-1.3,0.3,-2.0,-0.7,4.5,1.1,15.6,6.5
O=C(COC(=O)c1cccnc1Cl)NC(=O)c1ccc(OC(F)F)cc1,-0.2,.,.,.,.,1.0,.,5.8,-3.9
NC(=O)c1ccccc1NC(=O)CN1CCCCCC1,1.1,-2.2,0.8,0.8,-2.5,1.1,8.4,1.8,-3.3
O=C(NCc1ccccc1)N1CCN(c2ccc(F)cc2)CC1,2.7,-1.7,-2.9,0.5,-0.3,-2.3,-6.7,8.4,7.5
COc1ccc(C(=O)C2CCCN(Cc3cccn3-c3nccs3)C2)cc1OC (stereo unspecified),-6.4,-1.8,-0.5,1.1,0.3,7.3,-2.8,6.7,0.2
COc1cc(C2C3=C(CCCC3=O)Nc3c2c(C)nn3-c2cccc(C)c2)cc(OC)c1O (stereo unspecified),0.4,1.6,2.8,-2.1,-2.1,0.4,4.8,-1.5,-0.4
CCC(=O)N(C)C(c1ccccc1Cl)c1nnnn1-c1c(C)cccc1C (stereo unspecified),25.0,-0.2,2.7,1.8,1.7,2.6,5.6,-4.4,11.2
COc1ccc(C2CC(c3ccccc3)=NN2C(=O)COC(=O)c2cccc(S(=O)(=O)N3CCOCC3)c2)cc1 (stereo unspecified),16.5,4.5,0.4,0.2,2.7,0.0,13.9,6.5,10.3
N/C(=N\OC(=O)N1CCOCC1)c1ccccc1,-0.2,-1.0,-1.4,-0.9,0.8,1.5,-7.6,0.1,3.7
CCOc1ccc(CC(=O)Nc2c3c(nn2C(C)(C)C)CS(=O)(=O)C3)cc1,0.1,-0.8,0.6,5.8,1.1,-1.9,-15.5,-5.3,-5.5
CCCc1cc(=O)n2[nH]c(NCc3cccs3)nc2n1,8.3,4.9,0.0,0.2,0.4,-0.8,1.6,-0.2,17.2
Nc1cnn(Cc2ccccc2F)c1,10.9,-2.4,-0.7,-2.5,0.3,6.4,-4.4,-2.1,3.5
O=C(NCc1ccc(F)cc1)C1C2C=CC3(CN(Cc4cccnc4)C(=O)C13)O2 (stereo unspecified),-6.4,-6.0,1.6,-0.5,-0.7,-1.7,1.4,0.3,2.2
COc1ccc(Cl)cc1NC(=S)NN1CCOCC1,6.0,-6.5,0.0,-2.1,1.6,-1.3,1.2,-1.7,1.9
CC(=O)Nc1ccc2c(COC(=O)CC3Sc4ccccc4NC3=O)cc(=O)oc2c1 (stereo unspecified),-37.7,-0.4,1.6,-59.6,-0.2,2.5,21.7,-0.9,-0.1
CN1CCN(C(=O)c2ccc3c(c2)N(Cc2ccccc2F)C(=O)c2ccccc2S3=O)CC1 (stereo unspecified),2.0,0.1,3.8,-4.0,-1.0,1.0,-12.7,3.5,2.5
CN(Cc1ccccc1)C(=O)c1ccco1,0.2,-1.6,-1.1,3.1,0.3,0.8,-1.3,2.0,9.7
CN(CC(=O)Nc1ccc(Cl)c(C(F)(F)F)c1)C(=O)c1ccc(N2CCOCC2)c([N+](=O)[O-])c1,-1.2,0.5,3.6,-1.6,-1.9,-2.8,-1.3,-5.3,-0.7
COc1ccccc1CNC(=O)c1c(-c2ccccc2Cl)noc1C,-2.8,-1.5,-3.7,-1.2,-0.1,3.1,14.1,1.9,1.1
CCN(CC)S(=O)(=O)c1ccc(C(=O)Nc2nnc(NC(=S)Nc3ccccc3)s2)cc1,3.8,42.7*,3.8,-0.1,-1.9,6.4,25.1,-2.7,-12.7
COCC(C)NCc1cccc(OC)c1OC (stereo unspecified),-11.0,0.4,0.2,1.1,-3.5,3.7,-7.5,1.8,-4.5
COc1cccc2c(C)c(C(=O)O)[nH]c12,11.9,13.3,-0.8,1.2,9.1,-1.2,52.9*,1.2,8.9
N#Cc1ccsc1NC(=O)CCN1C(=O)C2CCCCC2C1=O (stereo unspecified),3.0,.,.,.,.,2.1,.,-4.0,5.5
Cc1ccc2c(c1)[C@H]1[C@H](CO2)[C@H](c2ccccc2)[C@]2(C)C(=O)N(Cc3ccccc3)CC(=O)N12,-0.8,.,.,.,.,-1.6,.,-3.3,0.0
CC(C)(C)c1ccc(-c2cc(N)n[nH]2)cc1,1.5,7.4,0.3,2.0,2.2,-4.9,8.1,12.5,1.4
OCCC1CN(C2CCN(c3ccccc3)CC2)CCN1Cc1ccc(F)c(F)c1 (stereo unspecified),3.5,-3.0,1.5,1.4,4.5,1.1,1.5,-2.0,-8.2
CCN1CCN(S(=O)(=O)c2ccc(S(=O)(=O)N(CC)Cc3ccccc3)cc2)CC1,-1.3,-1.0,3.9,-0.8,-2.8,0.1,2.0,1.9,-0.3
Cc1onc(-c2ccccc2)c1C(=O)NCCSCc1ccco1,3.0,.,.,.,.,0.8,.,15.2,-1.6
O=S(=O)(Nc1ccc2ccccc2n1)c1ccc2c(c1)CCO2,0.9,-3.2,-2.4,12.2,1.0,3.6,0.2,-4.5,9.6
COc1ccc2cc3cc(C(=O)NCCc4ccc(OC)c(OC)c4)oc3nc2c1,8.0,-0.2,2.3,4.6,-0.1,-6.8,3.7,-1.2,-1.6
COc1ccc(Cc2noc(-c3ccc(C)cc3)n2)cc1,4.9,-0.5,0.3,-3.6,-3.5,-6.0,-4.2,12.3,-7.2
O=C(NCc1ccco1)c1ccc2c(c1)N(Cc1ccccc1)CCS2,2.1,4.6,4.0,5.0,-0.2,3.0,22.5,-6.2,-1.5

# Three of these compounds in a different format.
Fc1ccc(CSc2ccc3nnc(-c4ccccn4)n3n2)cc1
  PAFAH2 FP inh: -5.9	PP1 counter: 13.1	PP5 inh: -0.9	Fh CTSL1 inh: -0.5	TPT1 inhibitor: -3.2	AHR activator: 3.8	HCV core dimer: 3.5	proCasp3 act: -0.8	proCasp7 act: -1.4
Cc1ccc(OCC(=O)N(Cc2ccccc2)c2ccccn2)cc1
  PAFAH2 FP inh: 7.7	PP1 counter: 1.1	PP5 inh: -2.5	Fh CTSL1 inh: 3.1	TPT1 inhibitor: -0.4	AHR activator: -0.3	HCV core dimer: 3.2	proCasp3 act: -2.4	proCasp7 act: 5.6
O=C(c1cccc(OC2CCN(Cc3cc(F)cc(F)c3)CC2)c1)N1CCCC1
  PAFAH2 FP inh: 10.6	PP1 counter: 4.4	PP5 inh: -1.1	Fh CTSL1 inh: 2.3	TPT1 inhibitor: 1.2	AHR activator: -0.1	HCV core dimer: 4.0	proCasp3 act: 2.7	proCasp7 act: 5.8

# Going on with the list.
SMILES,PAFAH2 FP inh,PP1 counter,PP5 inh,Fh CTSL1 inh,TPT1 inhibitor,AHR activator,HCV core dimer,proCasp3 act,proCasp7 act
Cc1ccc(NCc2nnc(SCC(N)=O)o2)c(C)c1,4.4,2.7,-0.6,1.1,-4.7,0.6,-5.9,-1.4,3.5
CCOc1ccc(-n2c(-c3ccccc3)c[n+]3c2CCC3)cc1,1.2,-2.8,-1.0,5.1,1.4,4.6,0.2,6.0,8.7
Cc1ccnc(NS(=O)(=O)c2ccc(NC(=O)C3CCCCC3C(=O)O)cc2)n1 (stereo unspecified),-3.8,-2.0,1.0,-1.3,-4.6,2.6,-0.3,-10.0,12.6
Cc1n[nH]c(=O)n1-c1cccc(C(F)(F)F)c1,2.5,-0.4,3.5,0.9,2.1,2.1,-5.8,-8.7,-1.9
COc1ccc(C(=O)Nc2ccncc2)cc1OC,9.0,0.4,2.3,-1.1,0.6,7.6,-0.9,7.8,1.2
CSc1nc(C)cc(OCCNS(=O)(=O)c2cc(C)ccc2C)n1,-5.2,5.9,2.7,4.8,-8.0,10.6,-5.9,-3.6,-1.2
COc1cc(NC(=O)c2cccs2)ccc1NC(=O)c1cc2ccccc2o1,4.0,-2.6,-1.5,0.5,-1.5,2.1,8.0,-2.1,11.4
CCCOc1ccc(/C=c2\sc3nc(-c4ccco4)nn3c2=O)cc1OCC,-0.7,-7.1,1.3,-2.7,4.3,19.0,10.5,-6.3,-5.3
O=CNC1CCCc2c1[nH]c1ccc(Cl)cc21 (stereo unspecified),3.2,-1.7,1.9,2.2,2.1,11.9,3.2,-2.6,7.3
COc1cccc(OC)c1C(=O)N1CCN(c2c(Cc3ccccc3)c(C)nc3ncnn23)CC1,-0.9,-1.7,0.5,-2.7,1.3,0.1,2.9,2.2,-10.1
CCOC(=O)N1CCC(N(CCN(C)C)C(=S)Nc2ccccc2OC)CC1,1.3,-4.2,0.5,2.5,-0.2,1.0,-1.3,-9.3,-8.9
O=C(/C=C/c1ccco1)Nc1ccc(-c2nc3ccccc3[nH]2)cc1,-15.8,14.8,-0.2,1.7,-0.6,-2.2,4.9,-1.9,7.1
COc1ccccc1/C=C/C=N/NC(=O)c1ccccn1,0.4,-0.6,-0.1,5.9,-0.5,13.2,-4.8,-12.9,4.5
CCOC(=O)CNc1c(-c2ccc(F)cc2)nc2cnccn12,5.3,0.5,3.0,-1.9,-9.5,0.6,1.0,1.5,4.1

# Assay outcomes (PubChem)
